High-throughput results as filed in PubChem BioAssay.
RGS7-Gao = RGS7-Galphao binding modulators, primary screen, biochemical, multiplexed bead flow cytometry; Guanine nucleotide-binding protein G(o) subunit alpha (Homo sapiens), P09471; actives lie on both sides; binding response (% of control), % at 10 µM; hit rate 0.35% among 220,000; AID 1439, 2008; in the data active means binding response below about 49% or above about 150%; inconclusive means no clear call, values can overlap the other calls; inactive means in between;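 further: fluorescent Galphao held in activated GDP-AlF4 state binding bead-coupled RGS7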
ABCB1 inh = ABCB1 efflux pump inhibitors, primary screen, cell-based, multiplex, flow cytometry, ABCG2 counter-screen; ATP-dependent translocase ABCB1 (Homo sapiens), P08183; CCRF-Adr cells, JC-1 efflux; inhibition, % at 6.6 µM; hit rate 0.067% among 190,000; AID 1326, 2008; in the data active means inhibition above about 40%;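 further: 0% = vehicle and 100% = reference inhibitor; higher value means more JC-1 retained so stronger ABCB1 efflux block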
Bfl-1 Bim block = inhibitors of Bim binding to Bfl-1, primary screen, biochemical, multiplexed, bead-based flow cytometry; Bcl-2-related protein A1 (Homo sapiens), Q16548; Bim-Bfl-1 binding inhibition; inhibition, % at 10 µM; hit rate 0.12% among 190,000; AID 1008, 2008;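 further: 0% = wells without compound plus tracer and 100% = blocker peptide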
Bim-Mcl-1 = inhibitors of Bim peptide binding to Mcl-1, primary screen, biochemical, bead-based flow cytometry, multiplex | Induced myeloid leukemia cell differentiation protein Mcl-1 (Homo sapiens), Q07820 | Bim peptide-Mcl-1 binding | inhibition, % at 10 µM | hit rate 0.1% among 190,000 | AID 1009, 2008;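 further: 0% = no compound tracer wells and 100% = peptide blocker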
Target sequence (Q07820 whole entry, looked up): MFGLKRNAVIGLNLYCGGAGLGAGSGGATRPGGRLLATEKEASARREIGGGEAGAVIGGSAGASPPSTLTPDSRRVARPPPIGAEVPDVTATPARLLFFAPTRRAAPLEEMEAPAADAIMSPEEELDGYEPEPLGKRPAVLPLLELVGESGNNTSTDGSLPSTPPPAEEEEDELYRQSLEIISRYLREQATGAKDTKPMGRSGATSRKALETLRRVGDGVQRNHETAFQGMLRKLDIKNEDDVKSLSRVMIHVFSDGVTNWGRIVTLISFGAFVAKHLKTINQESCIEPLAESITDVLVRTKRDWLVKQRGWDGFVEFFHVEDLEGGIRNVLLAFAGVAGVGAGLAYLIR
RGS8-Gao = RGS8-Galphao binding modulators, primary screen, biochemical, multiplexed bead flow cytometry; Guanine nucleotide-binding protein G(o) subunit alpha (Homo sapiens), P09471; actives lie on both sides; response (percent of control binding), % at 10 µM; hit rate 0.34% among 220,000; in the data active means response below about 60% or above about 140%; inactive means in between;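 further: Galphao activated as the GDP aluminium fluoride complex binding bead-coupled RGS8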
Bcl-XL Bim block = inhibitors of Bim-Bcl-XL binding, primary screen, biochemical, multiplexed, bead flow cytometry, human Bcl-XL | Bcl-2-like protein 1 (Homo sapiens), Q07817 | Bim peptide-Bcl-XL binding, fluorescence | inhibition, % at 10 µM | hit rate 0.04% among 190,000 | AID 1007, 2008
ABCG2 inh = ABCG2 efflux pump inhibitors, primary screen, multiplex with ABCB1, IgMXP3 cells, flow cytometry | Broad substrate specificity ATP-binding cassette transporter ABCG2 (Homo sapiens), Q9UNQ0 | JC-1 efflux | inhibition, % at 6.6 µM | hit rate 0.1% among 190,000 | AID 1325, 2008;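 active means inhibition above 80%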;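 further: 0% = DMSO and 100% = nicardipine control wells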
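Test system: IgMXP3 cells (ABCG2) mixed with DDAO far-red-labelled CCRF-Adr cells (ABCB1). Reagent: JC-1 transporter substrate. Compound dosing: single test compound dose, 6.6 µM final. Times: 10 min compound exposure, 25 °C. Detection: flow cytometry of retained JC-1 fluorescence. Read-out basis: efflux inhibition in percent versus controls. Controls: nicardipine and DMSO wells.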
Bcl-W Bim block = inhibitors of Bim binding to Bcl-W, primary screen, biochemical, multiplexed, bead-based flow cytometry | Bcl-2-like protein 2 (Homo sapiens), Q92843 | Bim peptide-Bcl-W binding | inhibition, % at 10 µM | hit rate 0.02% among 190,000;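 further: 0% = bound tracer without compound and 100% = peptide blocker; higher means less fluorescent Bim peptide bound to Bcl-W beads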
Target sequence (Q92843 whole entry, looked up): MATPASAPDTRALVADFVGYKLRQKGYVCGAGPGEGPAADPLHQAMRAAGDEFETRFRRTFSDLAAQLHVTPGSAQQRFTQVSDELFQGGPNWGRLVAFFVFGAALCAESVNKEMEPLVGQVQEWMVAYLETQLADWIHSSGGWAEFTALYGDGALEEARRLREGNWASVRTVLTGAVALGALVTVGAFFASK
RGS4-Gao reg = modulators of RGS4 binding to Galphao, primary screen, biochemical, multiplexed bead flow cytometry; hit rate 0.33% among 220,000; actives lie on both sides; binding response (% of control), % at 10 µM; AID 1415, 2008; in the data active means binding response below about 49% or above about 150%; inactive means in between;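 further: fluorescent Galphao activated with aluminum fluoride binding bead-coupled RGS4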
Bcl-2 Bim block = inhibitors of Bim-Bcl-2 binding, primary screen, biochemical, multiplexed, human Bcl-2 family; Bead-based flow cytometry, Bim peptide-Bcl-2 binding; inhibition, % at 10 µM; Apoptosis regulator Bcl-2 (Homo sapiens), P10415; hit rate 0.06% among 190,000; in the data active means inhibition above about 40%; inconclusive means no clear call, values can overlap the other calls;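 further: 0% = no compound wells with probe peptide and 100% = reference peptide inhibitor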
Target sequence (P10415 whole entry, looked up): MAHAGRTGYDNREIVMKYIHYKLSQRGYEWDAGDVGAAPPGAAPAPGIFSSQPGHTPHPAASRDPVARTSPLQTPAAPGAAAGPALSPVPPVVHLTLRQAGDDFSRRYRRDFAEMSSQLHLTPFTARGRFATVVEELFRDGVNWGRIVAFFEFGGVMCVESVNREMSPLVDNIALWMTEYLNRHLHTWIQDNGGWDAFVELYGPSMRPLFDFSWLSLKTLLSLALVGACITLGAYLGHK
Bim-Bcl-B = inhibitors of Bim-Bcl-B binding, primary screen, biochemical, multiplexed, human Bcl-2 family; inhibition, % at 10 µM; hit rate 0.073% among 190,000; AID 951, 2007; Bcl-2-like protein 10 (Homo sapiens), Q9HD36; bead-based flow cytometry, Bim peptide-Bcl-B binding;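 further: 0% = tracer peptide without compound and 100% = reference inhibitor peptide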
Target sequence (Q9HD36 whole entry, looked up): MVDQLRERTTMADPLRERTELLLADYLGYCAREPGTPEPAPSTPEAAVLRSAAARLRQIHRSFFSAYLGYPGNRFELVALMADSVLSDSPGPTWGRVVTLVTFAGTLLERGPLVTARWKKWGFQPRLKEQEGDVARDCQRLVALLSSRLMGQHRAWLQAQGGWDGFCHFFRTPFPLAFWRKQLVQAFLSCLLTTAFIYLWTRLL
Active calls of the source: *; u = inconclusive; x = not tested or not shown; [ ] = another dose, or the depositor's remark. Unless noted, no stated cut-off is given here; in the data, active means inhibition above about 40%. Rows were taken by chance; overall some 0.94% were active at least once.

SMILES | RGS7-Gao | ABCB1 inh | Bfl-1 Bim block | Bim-Mcl-1 | RGS8-Gao | Bcl-XL Bim block | ABCG2 inh | Bcl-W Bim block | RGS4-Gao reg | Bcl-2 Bim block | Bim-Bcl-B
COc1ccc2nc(SCC(=O)Nc3ccc4c(c3)CCC4)[nH]c2c1 | 97 | 0.3 | -12 | -6 | 103 | -10 | 3 | -3 | 99 | -8 | -7
CCOc1ccc(Nc2nc(CC(=O)OC)cc(=O)[nH]2)cc1 | 101 | -0.2 | 0 | 0 | 107 | -2 | 0 | -3 | 101 | -4 | 0
CC(=O)Nc1ccc(S(=O)(=O)NCC(=O)OCC(=O)c2cc(C)n(-c3ccc4c(c3)OCO4)c2C)cc1 | 94 | -0.1 | -1 | -2 | 100 | -6 | 0 | -2 | 96 | -1 | -5
CN1C=CC=C/C1=C1\SC(=S)N(N)C1=O | 96 | -0.8 | 8 | 1 | 98 | -1 | 0 | -2 | 98 | 0 | -2
CCC(C)NC(C(=O)Nc1ccc(Cl)c([N+](=O)[O-])c1)c1ccccc1 (stereo not drawn) | 105 | 1.4 | -13 | -4 | 98 | -3 | 8 | -1 | 97 | -4 | -5
COc1ccc(-n2c(SC3CCOC3=O)nc3ccccc3c2=O)cc1Cl (stereo not drawn) | 103 | 1.1 | 7 | 2 | 103 | -1 | 4 | 2 | 103 | 3 | 1
O=C(CN(Cc1ccco1)S(=O)(=O)c1cccs1)Nc1ccccc1C(F)(F)F | 94 | 0.5 | -3 | 0 | 97 | -2 | 1 | -3 | 94 | 0 | -4
CNC(C)c1cc(OC)ccc1OC (stereo not drawn) | 99 | 0.1 | 1 | 1 | 101 | 0 | 0 | 0 | 100 | -1 | 1
CCOC(=O)c1ccc(NC(=O)CC2S/C(=N/N=C/c3c[nH]c4ccccc34)NC2=O)cc1 (stereo not drawn) | 99 | -1.5 | x | x | 101 | x | -10 | x | 103 | x | x
COc1ccc(CNC(=O)C2(c3ccc(Cl)cc3)CC2)cc1 | 98 | 1.0 | -2 | -4 | 102 | -7 | 9 | -3 | 101 | -2 | -7
Cc1cc2ccccn2c1C(=O)Nc1cccc(Cl)c1 | 102 | -2.0 | -2 | -3 | 103 | -2 | 44 | 0 | 106 | -2 | -4
COc1ccccc1-c1noc(-c2cccs2)n1 | 99 | 0.5 | -1 | -2 | 102 | -5 | 3 | 0 | 100 | -1 | -2

Four compounds from above, ordered by number of heavy atoms, smallest number first:
SMILES | RGS7-Gao | ABCB1 inh | Bfl-1 Bim block | Bim-Mcl-1 | RGS8-Gao | Bcl-XL Bim block | ABCG2 inh | Bcl-W Bim block | RGS4-Gao reg | Bcl-2 Bim block | Bim-Bcl-B
CNC(C)c1cc(OC)ccc1OC (stereo not drawn) | 99 | 0.1 | 1 | 1 | 101 | 0 | 0 | 0 | 100 | -1 | 1
CN1C=CC=C/C1=C1\SC(=S)N(N)C1=O | 96 | -0.8 | 8 | 1 | 98 | -1 | 0 | -2 | 98 | 0 | -2
COc1ccc2nc(SCC(=O)Nc3ccc4c(c3)CCC4)[nH]c2c1 | 97 | 0.3 | -12 | -6 | 103 | -10 | 3 | -3 | 99 | -8 | -7
CC(=O)Nc1ccc(S(=O)(=O)NCC(=O)OCC(=O)c2cc(C)n(-c3ccc4c(c3)OCO4)c2C)cc1 | 94 | -0.1 | -1 | -2 | 100 | -6 | 0 | -2 | 96 | -1 | -5

More structures.
SMILES | RGS7-Gao | ABCB1 inh | Bfl-1 Bim block | Bim-Mcl-1 | RGS8-Gao | Bcl-XL Bim block | ABCG2 inh | Bcl-W Bim block | RGS4-Gao reg | Bcl-2 Bim block | Bim-Bcl-B
O=C(COc1nsnc1N1CCOCC1)N1CCOCC1 | 98 | 0.5 | -6 | -1 | 98 | -1 | 2 | 1 | 97 | -5 | -4
Cc1ccc(/C=N/NC(=O)CSc2nnc(-c3ccc(Cl)cc3)n2-c2ccccc2)o1 | 100 | -3.0 | 0 | 0 | 101 | -4 | 2 | -2 | 104 | 0 | 48*
CC(C)OCCCNCC(O)c1ccccc1 (stereo not drawn) | 103 | 0.1 | -17 | -4 | 103 | -6 | -1 | -4 | 99 | -12 | -7
COCCNC(=O)Cn1cc(C(=O)c2cccs2)c2ccccc21 | 102 | 0.1 | 0 | -1 | 101 | -6 | 0 | -2 | 103 | -9 | -5
COc1ccc(CNC(=O)C2CCCN2S(=O)(=O)c2ccc(Cl)cc2)cc1 (stereo not drawn) | 99 | 1.9 | -4 | -7 | 99 | -8 | 4 | -8 | 98 | -7 | -8
Cc1c(Cl)cccc1NC(=S)NCc1cccs1 | 99 | 0.1 | 0 | -5 | 103 | -5 | -1 | -2 | 99 | 0 | -4
CC(C)C(C(=O)Nc1nccs1)c1ccc(Cl)cc1 (stereo not drawn) | 105 | 0.6 | -3 | 0 | 102 | -5 | 4 | 0 | 109 | -1 | -3
Cc1ccc(-c2nc(N)sc2CC(=O)OCC(=O)NC2CCCC(C)C2C)cc1 (stereo not drawn) | 99 | -0.3 | -6 | -6 | 98 | -6 | 12 | -4 | 99 | -1 | -3
CC1CCN(CC(=O)Nc2ccccc2Sc2ccccc2)CC1 | 106 | 0.2 | -5 | -2 | 107 | -1 | 0 | -3 | 106 | -2 | -5
O=C(COC(=O)c1ccccn1)Nc1cccc(Cl)c1 | 104 | 0.4 | 1 | 4 | 97 | -1 | 5 | 0 | 108 | 1 | 0
Cc1cccc(OCc2nnc(SCC(=O)OC3CCCCC3)o2)c1 | 101 | 0.1 | -1 | 0 | 101 | 1 | 1 | 0 | 98 | -1 | 0
Cc1ccc(NC(=O)CSc2nc3c(c(=O)[nH]2)CCC3)cc1C | 100 | 0.7 | -8 | 0 | 104 | -2 | 7 | 1 | 102 | -4 | -5
OC(COc1ccc(CNCCc2ccc(C(F)(F)F)cc2)cc1)CN1CCCCC1 (stereo not drawn) | 106 | -0.1 | -7 | -3 | 107 | -2 | 0 | 1 | 106 | 0 | -6
Nc1cc2sc(-c3ccc(C(=O)O)cc3)nc2cc1Cl | 98 | -0.4 | -14 | -8 | 100 | -8 | 8 | -3 | 103 | -9 | -3
Cc1ccc(OCCN2C(=O)OC(C)(C)C2(C)O)cc1 (stereo not drawn) | 96 | 0.5 | 0 | -2 | 103 | -3 | 2 | -2 | 93 | 0 | -5
COc1ccc(NC(=O)CS(=O)CC(=O)Nc2ccc(OC)c(OC)c2)cc1 (stereo not drawn) | 99 | -2.1 | -2 | 0 | 99 | 0 | -1 | 0 | 106 | 0 | 2
COc1cccc(Oc2ccc(N/C=C/C(=O)C(C)(C)C)cc2)c1 | 94 | 0.4 | 0 | -2 | 90 | -1 | 3 | -1 | 95 | 2 | -3
Clc1ccc(Cn2c(-c3cccnc3Cl)nc3ccccc32)c(Cl)c1 | 102 | 0.8 | 1 | 1 | 100 | 2 | 2 | 0 | 98 | 1 | 0
Cc1cccc(SCc2noc(C(=O)NC(C)C)c2C(=O)O)c1 | 95 | 0.4 | -13 | -3 | 102 | -7 | 3 | 0 | 100 | -8 | -8
CN(C)CCCNc1ncnc2scc(-c3ccccc3)c12 | 112 | 0.2 | -5 | 0 | 104 | -1 | 0 | -1 | 102 | -6 | 0
CCOC(=O)Cn1c(CN2CCN(C(c3ccccc3)c3ccccc3)CC2)nc2c1c(=O)n(C)c(=O)n2C | 106 | 0.2 | 0 | 0 | 118 | 1 | -1 | 4 | 104 | 2 | -1
O=C(Nc1ccc(-n2ccnc2P(=O)(O)c2ccccc2)cc1)c1ccccc1Br | 152*[activator] | -0.2 | -5 | 0 | 105 | -11 | -1 | -2 | 138 | -4 | -4
Cc1cccc(C)c1NC(=S)NN1CCN(C)CC1 | 96 | 0.3 | -1 | 1 | 96 | 1 | 1 | 1 | 99 | 0 | -3
O=C(O/N=C\c1ccc(N2CCCCC2)c([N+](=O)[O-])c1)c1cccc(C(F)(F)F)c1 | 108 | 0.4 | -1 | -1 | 104 | -3 | 4 | -2 | 102 | -3 | -3
Cc1cc(C(=O)CSc2cccc[n+]2[O-])c(C)n1-c1ccc(Br)cc1 | u | 0.5 | -8 | 0 | 100 | -1 | 5 | -5 | 102 | 5 | -7
CCOC(=O)c1cnc2c(C)c(Cl)ccc2c1N1CCOCC1 | 97 | 0.9 | -9 | 0 | 96 | 0 | 3 | 0 | 96 | -7 | -8
S=C(NCc1ccncc1)Nc1cccc(Cl)c1 | 111 | -0.5 | -10 | -5 | 105 | -7 | -2 | -4 | 105 | -20 | -16
Cc1ccc(NC(=S)NCC2CCN(C(C)c3ccccc3)C2)cc1C (stereo not drawn) | 99 | 0.1 | -4 | -2 | 97 | -3 | 2 | -3 | 100 | 0 | -2

Results in Bim-Bcl-B and Bcl-2 Bim block (two entries from above):
structure | Bim-Bcl-B | Bcl-2 Bim block
Cc1cc(C(=O)CSc2cccc[n+]2[O-])c(C)n1-c1ccc(Br)cc1 | -7 | 5
Cc1ccc(NC(=S)NCC2CCN(C(C)c3ccccc3)C2)cc1C (stereo not drawn) | -2 | 0

Reformatted with tabs: entries from further up.
compound	RGS7-Gao	ABCB1 inh	Bfl-1 Bim block	Bim-Mcl-1	RGS8-Gao	Bcl-XL Bim block	ABCG2 inh	Bcl-W Bim block	RGS4-Gao reg	Bcl-2 Bim block	Bim-Bcl-B
CCOC(=O)c1cnc2c(C)c(Cl)ccc2c1N1CCOCC1	97	0.9	-9	0	96	0	3	0	96	-7	-8
S=C(NCc1ccncc1)Nc1cccc(Cl)c1	111	-0.5	-10	-5	105	-7	-2	-4	105	-20	-16
Cc1ccc(NC(=S)NCC2CCN(C(C)c3ccccc3)C2)cc1C (stereo not drawn)	99	0.1	-4	-2	97	-3	2	-3	100	0	-2
